ELG1 DNA repair: blocks ELG1-dependent DNA repair in HEK293T cells | HEK293T ELG1-luciferase reporter, luminescence, 16 h; DNA damage induced by 5-fluorouridine | Potency, µM (doses to about 46.1 µM), for inactives: at the top dose activity change, negative = inhibition, most hits filed as inhibitors | hit rate 2.3% among 330,000; also: potency is read from the fitted curve at half-maximal effect; % is scaled to controls: 0 for no effect and ±100 for the full control effect; nearly all actives have a fitted effect of over 55% in size
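DMSO vehicle served as the neutral condition. Each well held 2,000 cells given 5-fluorouridine plus compound; after 16 hr at 37 °C/5% CO2, ONE-Glo was added and luciferase measured 30 min later.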
Tb PFK inh: inhibitors of T. brucei phosphofructokinase | hit rate 0.17% among 330,000 | Potency, µM (highest dose often 57.5 µM), for inactives: at the highest dose activity, negative = inhibition, usual class: inhibitors | T. brucei PFK, ADP-Glo luminescence;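 also: potency is read from the fitted curve at half-maximal effect; 0% = uninhibited 1x PFK enzyme wells and -100% = no-enzyme wells; nearly all actives have a fitted effect of over 60% in size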
Target sequence (O15648 whole entry, looked up): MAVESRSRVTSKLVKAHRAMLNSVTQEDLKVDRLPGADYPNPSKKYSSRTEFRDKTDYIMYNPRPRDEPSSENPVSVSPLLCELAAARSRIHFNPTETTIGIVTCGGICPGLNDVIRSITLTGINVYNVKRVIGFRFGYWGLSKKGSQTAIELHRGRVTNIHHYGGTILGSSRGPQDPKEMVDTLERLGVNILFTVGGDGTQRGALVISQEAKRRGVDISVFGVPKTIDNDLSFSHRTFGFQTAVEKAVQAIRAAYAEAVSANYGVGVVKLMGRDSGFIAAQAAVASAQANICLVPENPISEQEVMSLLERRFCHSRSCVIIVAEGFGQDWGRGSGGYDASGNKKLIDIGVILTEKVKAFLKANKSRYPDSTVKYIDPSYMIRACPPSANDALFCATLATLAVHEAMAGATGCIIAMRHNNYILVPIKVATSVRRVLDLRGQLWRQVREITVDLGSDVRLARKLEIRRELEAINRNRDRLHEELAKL
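In TEA buffer at pH 8.0 with 5 mM MgCl2, enzyme (1.25 nM) converted F6P (0.5 mM) and ATP (0.1 mM) for 45 min at room temperature. ADP product was read by luciferase luminescence.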
TSHR antagonist: human thyrotropin receptor antagonism. TSHR-expressing cells, TSH-stimulated cAMP HTRF, 2 h; hits give low values. hit rate 0.2% among 330,000. activity change, negative = inhibition, % at 11.5 µM;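 active = activity change below a set negative limit, meaning inhibition stronger than a set level, cut at about -70% in these data; inconclusive = activity change between two set negative limits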; also: % is scaled to controls: 0 for no effect and ±100 for the full control effect
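TSHR-expressing cells were treated with compounds, then stimulated with TSH at EC80 (4nM final) for 2 hours at 37 deg C. Cellular cAMP was measured by HTRF competition between lysate cAMP and cAMP-d2 for a cryptate-labelled anti-cAMP antibody.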
B2AR arrestin: agonists driving beta-arrestin recruitment to human beta2-adrenergic receptor | P07550 | hit rate 0.02% among 330,000 | Potency, µM (top dose mostly 46.1 µM), for inactives: at the top dose activation, most hits filed as activators | beta-arrestin recruitment to beta2AR, cell-based reporter;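 also: potency is read from the fitted curve at half-maximal effect; 0% = DMSO controls and full agonism = EC100 isoproterenol or metaproterenol; nearly all actives have a fitted effect of over 65% in size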
Eya2 inh: blocks the phosphatase activity of human Eya2. O00167. recombinant Eya2, OMFP fluorescence dephosphorylation (OMFP is methylfluorescein phosphate). Potency, µM (titrated, usually from 76.9 µM), inactives show at the highest dose activity, negative = inhibition, usual class: inhibitors. hit rate 0.006% among 330,000. AID 488837; also: potency is read from the fitted curve at half-maximal effect; % is scaled to controls: 0 for no effect and ±100 for the full control effect
Target sequence (O00167 whole entry, looked up): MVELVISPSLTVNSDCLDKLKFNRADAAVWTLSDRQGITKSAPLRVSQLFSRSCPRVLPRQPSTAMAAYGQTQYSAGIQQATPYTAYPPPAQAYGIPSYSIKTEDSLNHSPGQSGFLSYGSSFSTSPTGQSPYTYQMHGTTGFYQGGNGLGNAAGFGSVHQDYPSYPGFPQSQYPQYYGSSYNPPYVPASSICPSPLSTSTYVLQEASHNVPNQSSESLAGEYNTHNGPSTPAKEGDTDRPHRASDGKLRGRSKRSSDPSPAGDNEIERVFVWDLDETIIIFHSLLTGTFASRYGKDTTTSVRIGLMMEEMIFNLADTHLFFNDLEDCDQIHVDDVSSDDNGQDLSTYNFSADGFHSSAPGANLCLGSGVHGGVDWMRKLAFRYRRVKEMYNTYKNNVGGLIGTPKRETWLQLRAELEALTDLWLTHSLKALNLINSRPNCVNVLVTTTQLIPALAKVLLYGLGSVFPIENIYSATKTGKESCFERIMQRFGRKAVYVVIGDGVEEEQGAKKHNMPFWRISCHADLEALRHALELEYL
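Eya2 protein (added as 0.2 uM solution) was preincubated with compound for 10 min at ambient temperature in 50 mM HEPES pH 7.5, 50 mM NaCl, 5 uM MgCl2, 0.05% BSA, 1 mM DTT. OMFP (added at 50 uM) then reacted 10 min; fluorescence read at 485/525 nm.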
TCR act: T cell receptor activation; 330,000 tested, under 10 active; Potency, µM (highest dose often 9.22 µM), for inactives: top-dose activation of IL-2 secretion, most hits filed as activators; primary human leukocytes, anti-CD3, IL-2 HTRF, 48 h; also: % of control where 0% means no effect
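Readout: HTRF IL-2, Eu-cryptate/d2 antibody pair, 320nm excitation, 665nm emission. Stimulus: a-CD3 beads, no co-stimulation. Cells: primary human leukocytes. Exposure: 48 hr with compound.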
uPA generation: cell surface uPA generation inhibition. cell surface uPA generation assay, qHTS. Potency, µM (titrated, usually from 38.3 µM), inactives show at the highest dose activity change, negative = inhibition, actives largely listed as inhibitors. hit rate 0.31% among 330,000; active = well fitted inhibition curve with a large enough effect; inconclusive = small, poorly fitted or top-dose-only effect; inactive = no such curve, though single readings can be large or run the other way; tested in mouse RAW 264.7 cells; also: potency is read from the fitted curve at half-maximal effect; % is scaled to controls: 0 for no effect and ±100 for the full control effect; nearly all actives have a fitted effect of over 55% in size
PTAP TSG101 blk: blocks PTAP/TSG101 interaction to inhibit HIV-1 budding. Potency, µM (top dose mostly 115 µM), for the others: at the highest dose activity change, negative = inhibition, usual class: inhibitors. 340,000 tested, under 10 active. Q99816. Fluorescence polarization, FITC-PTAP peptide / Tsg101 binding. AID 493005; active = well fitted inhibition curve with a large enough effect in the main read-out, with a control signal flat, not every such curve was filed as active; inconclusive = small, poorly fitted or top-dose-only effect, or effect the other way, or a change in a side signal; inactive = no such curve, though single readings can be large or run the other way; also: potency is read from the fitted curve at half-maximal effect; % of control where 0% means no effect
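Tsg101 binding domain (10 uM final) was mixed with compound and a FITC-labeled PTAP peptide (50 nM final) in HEPES pH 7.5 buffer with NaCl, Tween 20, EDTA and TCEP; fluorescence polarization was read after 20 min at r.t.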
USP2a inh: blocks human ubiquitin-specific protease USP2a. AID 463254. Potency, µM (top dose mostly 38.3 µM), for the others: at the highest dose activity change, negative = inhibition, actives largely listed as inhibitors. USP2 core, Ub-CHOP2 coupled fluorogenic reporter, 485/531. hit rate 0.01% among 330,000;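 also: potency is read from the fitted curve at half-maximal effect; plate controls were DMSO wells for no effect and full inhibition by NEM control for full effect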
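Deubiquitinase activity read as fluorescence (485/531 nm) after Ub-CHOP2 cleavage activates the enterokinase reporter on its substrate; USP2 core 10nM, Ub-CHOP2 and substrate 25nM each, 30min compound preincubation then 60min RT; data normalized to NEM, curves fitted.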
Mito fusion yeast: blocks mitochondrial division or promotes mitochondrial fusion | hit rate 0.23% among 320,000 | S. cerevisiae fusion-defective mutant growth rescue, CellTiterGlo 48 h | Potency, µM (highest dose often 46.1 µM), without a hit: top-dose growth rescue (activation), hits mostly activators | AID 485298;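 also: potency is read from the fitted curve at half-maximal effect; % of control where 0% means no effect; nearly all actives have a fitted effect of over 45% in size; temperature-sensitive fusion mutants such as fzo1-1 at 37 °C on non-fermentable ethanol glycerol medium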
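Luminescent cell viability in 1536-well qHTS format served as the measure of rescued growth in ts fusion-mutant S. cerevisiae cultured on non-fermentable YPEG for 48 hours at 37C.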
BCR signal inh: chronic active BCR signaling inhibition; AID 493014; hit rate 0.05% among 340,000; Potency, µM (top dose mostly 46.1 µM), for the others: at the top dose ratio change, negative = lower green/red ratio, usual class: inhibitors; ABC-DLBCL IkBa-CBG/CBR reporter, luminescence ratio, 4 h; active = well fitted inhibition curve with a large enough effect in the signal ratio, with a control signal flat, not every such curve was filed as active; inconclusive = small, poorly fitted or top-dose-only effect, or effect the other way, or a change in a side signal; the % refers to the signal ratio;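 also: potency is read from the fitted curve at half-maximal effect; plate controls were basal doxycycline-induced cells for no effect and cells given 10 µM MG132 for full effect; MG132 reads +100%, hits lower the ratio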
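TMD8 ABC-DLBCL cells carrying doxycycline-inducible green luciferase fused to IkappaBalpha plus unfused red luciferase were exposed to compounds (up to 46 uM) for 4 hrs at 37C. Activity came from the overlap-corrected green/red luminescence ratio.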
* marks the source's active call; other numbers are inactive results; u = inconclusive; x = no result given; [ ] = dose if it differs, or a comment. Unless noted, calls follow the shape of the dose curve; as a rule, active = well fitted curve in the direction sought with a large enough effect; inconclusive = small, poorly fitted or top-dose-only effect, or another doubt; inactive = no such curve, though single readings can be large; an effect the other way counts as inactive or inconclusive. Not a hit list; overall some 3% were active at least once.

nr	smiles	BCR signal inh	Tb PFK inh	B2AR arrestin	TCR act	Eya2 inh	Mito fusion yeast	PTAP TSG101 blk	TSHR antagonist	ELG1 DNA repair	USP2a inh	uPA generation
1	C/C(N)=C(/C#N)C(=O)CSc1nc2ccccc2c(=O)n1-c1ccc(C)c(Cl)c1	u	0%	-0.2%	-5%[46.1 µM]	0%	-2%	-2%	1	6.5µM*	2%	-3%
2	CC1CCN(C(=O)c2cc3c(=O)n4ccccc4nc3s2)CC1	0%	-1%	-0.2%	4%	0%	14%	2%	5	u	1%	-5%
3	O=C1CSC(c2ccccc2[N+](=O)[O-])N1c1ccc(O)cc1 (stereo unspecified)	u	0%	-0.2%	-3%	7%	-4%	-6%	25	-14%	1%	8%
4	COc1ccccc1C(=O)Nc1ccccc1N1CCN(C(=O)c2ccc(Cl)cc2)CC1	0%	-7%	-0.2%	4%	-3%	-5%	-7%	-11	15µM*	-8%	-8%
5	c1ccc2c3n(nc2c1)CCCCO3	0%	-2%	-0.7%	-2%	9%	5%	-1%	26	24%	0%	0%
6	COc1ccc(Cn2nnnc2C(c2ccc3ncccc3c2)N2CCN(C3CCCCC3)CC2)cc1 (stereo unspecified)	-10%	0%	-0.8%	1%	-2%	-5%	0%	-3	1%	5%	-25%
7	CSc1ccc(/C=N/Nc2ccc(Cl)c(C(=O)O)c2)cc1	u	0%	0.2%	3%	3%	-3%	1%	-10	u	0%	1%
8	Cc1cccc(N2CCN(S(=O)(=O)c3ccc(S(=O)(=O)N4CCCC4)cc3)CC2)c1C	5%	3%	0.2%	1%	-2%	-2%	-3%	-3	10%	5%	-1%
9	COc1ccc2[nH]c(N=Nc3ccccc3C)c(O)c2c1	-2%	2%	-0.3%	-3%[46.1 µM]	2%	1%	1%	4	u	0%	1%
10	Cn1cc(Br)c(C(=O)NNC(=O)c2ccc(Cl)cc2)n1	u	1%	-0.7%	-1%[46.1 µM]	-6%	-1%	-5%	-5	u	-3%	12%
11	CCOC(=O)CC1NCCc2c1[nH]c1ccc(OC)cc21 (stereo unspecified)	-2%	-2%	-0.5%	-3%	17%	-2%	-3%	2	8%	0%	-7%
12	O=C(C1CC1)N1CCc2cc(S(=O)(=O)NCCCN3CCCCC3)ccc21	0%	-5%	-0.4%	-3%	1%	-2%	-5%	10	6%	2%	-3%
13	O=C(CCN1C(=O)/C(=C/c2cccs2)SC1=S)NC1=NCCS1	13%	4%	0.1%	5%[46.1 µM]	0%	4%	-1%	17	-7%	2%	3%
14	CCn1c(COc2cccc3cccnc23)nnc1SCC(=O)O	u	-6%	0.0%	8%	6%	0%	-3%	28	-3%	-1%	19%
15	CC1CCCN(S(=O)(=O)c2ccc(C(=O)Nc3nnc(C4=COCCO4)o3)cc2)C1 (stereo unspecified)	13%	-6%	0.3%	x	12%	-1%	x	1	u	-2%	x
16	CCN(C(=O)c1ccc(Br)o1)C1CCS(=O)(=O)C1 (stereo unspecified)	6%	-11%	0.0%	3%	9%	5%	-2%	8	24%	4%	-1%
17	Cc1ccccc1-n1c(SC2CCOC2=O)nnc1-c1ccncc1 (stereo unspecified)	0%	0%	-0.1%	-4%	-10%	8%	-8%	-10	-4%	1%	5%
18	O=C(Nc1ccc(Cl)cc1)C1CCC(=O)N1Cc1ccccc1Cl (stereo unspecified)	u	7%	0.0%	1%	-9%	1%	-2%	5	6%	1%	-2%
19	C[C@H](CO)N1C[C@H](C)[C@@H](CN(C)Cc2ccc(-c3ccccc3)cc2)Oc2c(NS(=O)(=O)c3cccs3)cccc2C1=O	-1%	2%	0.2%	5%	3%	x	-4%	-17	-17%	-10%	u
20	Cc1cc(Br)c(Cl)cc1NC(=O)CN1C(=O)C2C3CC(c4ccccc4)C(C3)C2C1=O (stereo unspecified)	u	1%	-0.3%	1%[46.1 µM]	-3%	-22%	-2%	2	u	-11%	0%
21	Cc1ccccc1-n1ccnc1SCC(=O)NCc1ccco1	0%	-4%	-0.6%	x	17%	14%	0%	-1	5%	-2%	-3%
22	CCC(CC)NC(=O)/C=C/c1ccccc1Cl	0%	0%	0.2%	1%[46.1 µM]	5%	10%	0%	-6	u	2%	-7%
23	COc1ccc([N+](=O)[O-])c2c(=O)ccoc12	-1%	-7%	-1.5%	5%[46.1 µM]	5%	-4%	0%	-1	30%	5%	-5%
24	CC1(C)CC(NC(=O)COc2ccc3ccc(=O)oc3c2)CC(C)(C)N1	0%	0%	-0.1%	1%	-7%	-2%	0%	1	19%	5%	1%
25	COc1ccc(N2CCN(C3CC(=O)N(Cc4ccc(N5CCCC5=O)cc4)C3=O)CC2)cc1 (stereo unspecified)	-2%	3%	0.1%	4%	14%	-2%	0%	13	u	-1%	-6%
26	Cc1ccc(CC(=O)Nc2ncc([N+](=O)[O-])s2)cc1	u	-4%	0.4%	-6%	1%	2%	0%	-12	u	0%	3%
27	O=c1cc[nH]c2ccc(OC(F)(F)F)cc12	u	-4%	-0.1%	4%	7%	1%	-1%	-2	-7%	-1%	-1%
28	Cc1cccc(C(=O)OCC(=O)Nc2nccs2)c1	0%	4%	-0.3%	-1%	0%	1%	-3%	13	u	2%	x
29	O=C(NC(c1ccccc1)c1ccccc1)C1CCCO1 (stereo unspecified)	11%	-8%	-0.4%	0%	-4%	5%	0%	2	4%	0%	0%
30	COC(=O)C(C)C1Sc2ccccc2NC1=O (stereo unspecified)	u	2%	-0.3%	-1%	4%	-12%	-4%	3	0%	1%	1%
31	COc1cccc(OCC(O)CN2CC(C)CC(C)C2)c1 (stereo unspecified)	6%	23%	-1.0%	10%	-13%	1%	0%	-45	-23%	5%	0%
32	COc1ccc(NC(=O)CN(C)C(=O)c2cc(-c3ccc(C)o3)nc3ccccc23)cc1	7%	-13%	0.1%	-6%	-7%	-2%	-1%	-1	21µM*	-1%	u
33	CCC1S/C(=C(\C#N)C(=O)NCc2ccco2)N(c2ccc(Br)cc2)C1=O (stereo unspecified)	-5%	-10%	0.0%	2%	17%	0%	4%	2	3%	0%	6%
34	CC(=O)Nc1ccc(O)cc1[N+](=O)[O-]	0%	-2%	0.4%	-12%	-16%	-1%	0%	7	17%	1%	2%
35	O=C(Cn1c(-c2ccccc2)noc1=O)N1CCC(Cc2ccccc2)CC1	u	0%	0.2%	2%	1%	8%	1%	-18	u	-4%	-5%
36	COc1ccc(CCN(C)Cc2c(O)ccc3ccccc23)cc1OC	u	-17%	-0.3%	5%	7%	-4%	-4%	8	-19%	-1%	4%
37	CC12CN3CCN(CC(C3)/C1=N\NC(=O)c1ccccc1N)C2	u	0%	-0.1%	-3%	4%	-3%	-2%	2	u	1%	3%
